RXFP1 ag – activates the human relaxin receptor RXFP1; actives 0.3% (n = 370,000); HEK293T-RXFP1 cAMP TR-FRET, 30 min; response scale: percent of porcine relaxin response, buffer zero; AID 2676; Q9HBX9; Potency, µM (highest dose often 57.5 µM), for the others: at the top dose activation, hits mostly activators; also: potency is read from the fitted curve at half-maximal effect; % is scaled to controls: 0 for no effect and ±100 for the full control effect; nearly all actives have a fitted effect of over 60% in size; many of its hits are not listed in these tables
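cAMP rise read by TR-FRET after 30 min, 37C compound exposure (up to 58 uM) in RXFP1-transfected HEK293 cells with Ro 20174 present. EC50 from Hill-equation fits, with 29 nM porcine relaxin as 100% and buffer as basal.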
RXFP1 antagonist – RXFP1 (human) relaxin receptor antagonism; HEK293-RXFP1, relaxin-stimulated cAMP HTRF, 30 min; stronger effect = lower value; activity change, negative = inhibition, % at 57.5 µM; actives 0.59% (n = 350,000);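 active = activity change of -60% or lower, but not beyond a set lower limit; inconclusive = change between -60% and -40%, or beyond the set limit; inactive = change above -40%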; also: % is scaled to controls: 0 for no effect and ±100 for the full control effect
D1 antagonist – blocks dopamine activation of the human D1 receptor | HEK293 TREx D1 cells, calcium flux, dopamine EC80; stronger effect = lower value | activity change, negative = inhibition, % at 10 µM | actives 3.2% (n = 360,000) | AID 504652; in the data active = activity change below about -30%; also: % is scaled to controls: 0 for no effect and ±100 for the full control effect
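Antagonism measured as reduced calcium response to an EC80 dopamine addition following 180 s compound pre-read; cells were inducible HEK293 Trex D1 plated overnight at 30 C, read kinetically at 1 cycle/sec.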
D2 PAM – D2 dopamine receptor (human) potentiation | P14416 | HEK293 T-REx D2, calcium flux, EC20 dopamine potentiation | potentiation, % at 10 µM | actives 0.34% (n = 340,000) | AID 485347;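 active = potentiation over 3 SD above the plate norm, cut at about 30% in these data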; also: 0% is about no effect
Target sequence (P14416 whole entry, looked up): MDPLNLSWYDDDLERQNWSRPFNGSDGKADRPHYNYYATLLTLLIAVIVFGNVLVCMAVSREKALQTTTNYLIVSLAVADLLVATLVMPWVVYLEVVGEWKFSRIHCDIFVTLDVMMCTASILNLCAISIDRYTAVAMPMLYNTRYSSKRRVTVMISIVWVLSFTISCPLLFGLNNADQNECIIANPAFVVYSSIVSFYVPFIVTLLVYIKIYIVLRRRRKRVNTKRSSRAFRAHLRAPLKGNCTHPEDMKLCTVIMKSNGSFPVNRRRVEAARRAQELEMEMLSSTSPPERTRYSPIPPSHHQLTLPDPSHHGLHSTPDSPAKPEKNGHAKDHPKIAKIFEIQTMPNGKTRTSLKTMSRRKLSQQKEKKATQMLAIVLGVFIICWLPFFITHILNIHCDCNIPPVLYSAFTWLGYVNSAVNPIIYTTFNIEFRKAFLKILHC
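Potentiation of an EC20 dopamine calcium response measured kinetically over 180 s, after a preceding 180 s compound-only read flagging agonists. Cells: inducible Hek293 Trex D2 line, 4000/well, cultured overnight at 30 C before dye loading.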
GRP78 ERSR act – induces the endoplasmic reticulum stress response in human glioma cells; U87-MG GRP78 promoter luciferase reporter, 16 h; Potency, µM, without a hit: top-dose activation, usual class: activators; actives 0.02% (n = 420,000); also: potency is read from the fitted curve at half-maximal effect; series mostly up to about 76 µM; % of control where 0% means no effect; nearly all actives have a fitted effect of over 35% in size
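Stably transfected U87-MG human glioma cells carrying a GRP78-based luminescent sensor were seeded at 1000 cells/well, pin-dosed with compounds and incubated 16 h. Luciferase reagent was then added, and end-point luminescence was read after 10 min at room temperature.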
D1 agonist – human D1 receptor agonism. P21728. HEK293 T-REx D1 cells, calcium flux, agonist mode. activation, % at 2 µM. actives 1% (n = 360,000). AID 504660; in the data active = activation above about 30%; also: 0% is about no effect
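Inducible HEK293 T-REx D1 cells, force-coupled to calcium signalling, were plated at 4000 cells/well with tetracycline and held overnight at 30 C. After no-wash calcium dye loading, compound-evoked calcium rise over 180 s flagged agonists.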
D1 potentiator – potentiators of human D1 dopamine receptor | potentiation, % at 10 µM | actives 0.036% (n = 360,000) | HEK293 TREx D1 cells, calcium flux, dopamine EC20 potentiation | AID 504651 | P21728; in the data active = potentiation above about 30%; also: 0% is about no effect
Vif-APOBEC3F blk – Vif-A3F binding inhibition; HeLa A3F-eYFP + Vif (tagged APOBEC3F with the HIV-1 protein that degrades it), YFP fluorescence increase; AID 602313; actives 0.2% (n = 390,000); Potency, µM (titrated, usually from 46.1 µM), for inactives: top-dose activity, negative = active; also: potency is read from the fitted curve at half-maximal effect; % of control where 0% means no effect; nearly all actives have a fitted effect of over 65% in size
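HeLa cells stably expressing Vif plus C-terminally eYFP-tagged A3F were seeded, incubated overnight at 37 deg C, dosed with compound, incubated overnight again at 37 deg C. Yellow fluorescence (Ex 488/Em 500-530) reported blocked Vif-mediated A3F-eYFP degradation.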
Vif-A3G inh – blocks the Vif interaction with human APOBEC3G; AID 602310; HeLa A3G-eYFP + Vif (tagged APOBEC3G with the HIV-1 protein that degrades it), YFP fluorescence, overnight; Potency, µM (top dose mostly 46.1 µM), for inactives: at the top dose activity, negative = active, actives largely listed as inhibitors; Q9HC16; actives 0.076% (n = 410,000);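 also: potency is read from the fitted curve at half-maximal effect; % is scaled to controls: 0 for no effect and ±100 for the full control effect; nearly all actives have a fitted effect of over 60% in size; hits raise eYFP signal because A3G escapes Vif-driven loss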
Target sequence (Q9HC16 whole entry, looked up): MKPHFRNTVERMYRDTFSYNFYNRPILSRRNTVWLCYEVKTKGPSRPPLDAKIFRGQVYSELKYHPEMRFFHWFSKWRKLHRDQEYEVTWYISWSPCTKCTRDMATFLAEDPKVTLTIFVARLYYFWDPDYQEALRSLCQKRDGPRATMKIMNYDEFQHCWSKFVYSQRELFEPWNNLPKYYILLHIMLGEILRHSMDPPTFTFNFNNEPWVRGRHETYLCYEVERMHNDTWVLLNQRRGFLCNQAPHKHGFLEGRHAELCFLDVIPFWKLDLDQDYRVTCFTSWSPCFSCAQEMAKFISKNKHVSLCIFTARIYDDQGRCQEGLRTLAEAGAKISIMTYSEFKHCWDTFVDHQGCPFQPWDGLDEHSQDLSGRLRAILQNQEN
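HeLa cells stably expressing Vif and C-terminally eYFP-tagged A3G, seeded overnight at 37 deg C, then exposed to compound by pintool overnight at 37 deg C. Rise in yellow fluorescence (Ex 488/Em 500-530, Acumen) marks blocked Vif-driven A3G degradation.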
An asterisk follows results filed as active; ? = inconclusive; · = no result given; & = joins results of further samples. Unless noted, calls follow the shape of the dose curve; as a rule, active = well fitted curve in the direction sought with a large enough effect; inconclusive = small, poorly fitted or top-dose-only effect, or another doubt; inactive = no such curve, though single readings can be large; an effect the other way counts as inactive or inconclusive.

Second line of a record: D1 agonist	RXFP1 antagonist	RXFP1 ag	GRP78 ERSR act	D2 PAM	D1 antagonist	D1 potentiator	Vif-A3G inh	Vif-APOBEC3F blk
COc1ccc(-c2csc(NC(=O)COC(=O)c3ccc(Br)o3)n2)cc1
  3	·	2.1%	·	2	29	3	·	·
Fc1cccc(-n2c(-c3ccco3)nc3nc4ccccc4nc32)c1
  6	5	2.2%	0%	-5	2	-5	0%	0%
CCOC(=O)c1c(NC(=O)CSc2nc3ccccc3[nH]2)sc2c1CC(C)(C)NC2(C)C
  6	-18	0.3%	-3%	-9	10	-1	0%	?
COc1ccc(NC(=O)CSc2cn(CCNC(=O)c3c(F)cccc3F)c3ccccc23)cc1
  0	·	-1.3%	0%	-2	12	0	-4%	-3%
CCOc1ccc(S(=O)(=O)Nc2cccc(C)c2)c2cccnc12
  0&0	-5	7.1%&0.3%	4%&-3%	-1	12&5	-3&-1	-1%&-10%	-7%&8%
CCC(OC(=O)c1cc2sccc2n1C)C(=O)NCC1CCCO1 (configuration not stated)
  -1	9	0.5%	0%	-4	36	0	1%	2%
CCCC(=O)N(CCN1CCOCC1)c1nc2ccc(OCC)cc2s1
  3	-6	3.0%	-2%	-9	-8	-4	2%	1%
OC(c1ccccc1)C(NCc1ccccc1)c1ccccc1 (configuration not stated)
  ·	-4	·	-1%	·	·	·	0%	-12%
CS(=O)(=O)N(Cc1ccccc1Cl)c1ccc(C(=O)N2CCCC2)cc1
  2	17	-0.2%	-2%	7	1	1	0%	-8%
CCOC(=O)N1CCC(NS(=O)(=O)c2ccc(NC(C)=O)c(Cl)c2)CC1
  4	-13	1.5%	2%	-4	-4	7	-8%	-4%
Cc1ccc(CNC(=O)C2(S(=O)(=O)c3ccccc3)CC=CC2)cc1
  0	·	3.3%	2%	6	-13	-7	-4%	5%
COC(=O)c1ccc(NS(=O)(=O)c2ccc(OC)cc2)cc1
  10	9	1.4%	-4%	-5	10	-2	0%	-9%
O=C(O)CCN1CCOCC1
  1	-2	0.2%	1%	11	-67*	-2	1%	1%
CCOC(=O)n1c(=O)oc2cc(S(=O)(=O)N3CCCCC3)ccc21
  4	-8	1.9%	-3%	-1	18	-5	1%	0%
CCCCn1cc(SCC(=O)O)c2ccccc21
  0	4	-1.9%	-4%	-1	2	-6	-3%	-9%

The list goes on:
Second line of a record: D1 agonist	RXFP1 antagonist	RXFP1 ag	GRP78 ERSR act	D2 PAM	D1 antagonist	D1 potentiator	Vif-A3G inh	Vif-APOBEC3F blk
O=S(=O)(c1ccc(SCCOc2cccc(Br)c2)nc1)N1CCCC1
  18	7	-1.3%	-6%	-3	-15	2	3%	4%
Cc1ccc(CNc2nc(-c3cccnc3)nc3ccccc23)cc1
  0	-5	-1.8%	-8%	11	0	-1	0%	-11%
CC(OC(=O)c1ccc(F)cc1)C(=O)Nc1nc(-c2cccc([N+](=O)[O-])c2)cs1 (configuration not stated)
  0	·	8.9%	-3%	0	-15	-11	-1%	4%
c1ccc(Cc2cc[n+](Cc3ccccc3)cc2)cc1
  -1	-11	-0.7%	-2%	20	2	-4	-7%	-18%
Cc1nc2ccc([N+](=O)[O-])cc2s1
  3	2	0.9%	-2%	5	14	-6	-1%	12%
COc1ccc(CC(=O)NCC(c2ccc(Cl)cc2)N2CCOCC2)cc1 (configuration not stated)
  -3	5	1.2%	-3%	-7	-43*	-1	2%	1%
O=C(Cc1ccccc1[N+](=O)[O-])NCc1ccc(Cl)cc1
  0	1	0.6%	8%	13	-11	3	-1%	4%
CCNC(=O)C/C(C)=N/NC(=O)C12CC3CC(CC(C3)C1)C2
  0	6	2.9%	5%	-1	-32*	-4	1%	10%
S=C(NCCCn1ccnc1)Nc1cccc(Cl)c1
  2	4	0.9%	-3%	-1	-14	2	5%	-7%
CC(=O)NNC(=O)c1csc(Cc2c(Cl)sc3ccc(Cl)cc23)n1
  7	·	0.0%	-3%	-6	7	3	0%	?
COc1ccc(CCNC(=O)COc2ccc(S(=O)(=O)NC(C)C)cc2Cl)cc1OC
  5	5	4.2%	-2%	19	-11	-1	4%	-1%
CC1=C(C#N)c2nc(N)c(C#N)c(C)c2/C1=C\c1ccc(C)cc1
  3	·	4.9%	·	0	-8	-5	·	·
O=C(O)CCc1ccc(-c2ccccc2)n1NC(=O)c1sc2ccccc2c1Cl
  0	2	-1.8%	-5%	18	-2	5	-8%	4%
CC(C)SCC(=O)Nc1ncc2c(n1)-c1ccccc1CC2
  2	-31	7.7%	1%	·	-9	-2	-4%	-5%
O=C(NC1CCCCC1c1ccccc1)c1ccccc1 (configuration not stated)
  ·	-13	·	-4%	·	·	·	-2%	14%

(more compounds)
Second line of a record: D1 agonist	RXFP1 antagonist	RXFP1 ag	GRP78 ERSR act	D2 PAM	D1 antagonist	D1 potentiator	Vif-A3G inh	Vif-APOBEC3F blk
COC(=O)c1cc(S(=O)(=O)N2CCN(c3ccc(OC)cc3)CC2)c[nH]1
  7	8	16%	0%	3	1	-3	7%	9%
COc1ccc(C2CC(=O)CC(=O)C2n2cncn2)cc1 (configuration not stated)
  1	-8	-0.1%	-5%	-6	3	-4	-5%	-16%
Cc1ccc(OCC(=O)Nc2ccc3nc(SCCOc4ccccc4)sc3c2)cc1
  9	·	23%	0%	-9	1	0	7%	-3%
CNC(=O)Cc1nc2ccccc2n1CC(=O)Nc1cc(C)cc(C)c1
  1	-7	1.0%	-1%	3	0	-3	-1%	8%
CC(C)CCNC(=O)CN(CC1CCCO1)C(=O)CCC(=O)Nc1nccs1 (configuration not stated)
  0	-7	0.3%	0%	-11	5	8	3%	-5%
COc1cc(CNCCO)ccc1OCC(=O)Nc1ccc(Br)cc1
  6	-1	0.5%	2%	·	-17	-7	-5%	1%
COC(=O)C1C(=O)NCC1c1ccc(OC)cc1 (configuration not stated)
  1	-14	-0.7%	-3%	3	0	-3	-6%	-14%
O=S(=O)(c1ccccc1)N1CCC(O)(CSc2ccc(Cl)cc2)CC1
  9	-20	0.1%	-2%	10	-26	-3	10%	0%
COCCCNCCOCCOc1c(OC)cccc1OC
  5	-5	1.0%	-6%	1	-3	-2	-6%	-9%
CC1CN(S(=O)(=O)c2ccc(C(=O)N3c4ccccc4CC3C)cc2)CC(C)O1 (configuration not stated)
  1	1	0.0%	-3%	13	-18	0	1%	1%
COCCNC(=O)C(c1ccccc1)N(CCOC)C(=O)Cn1nnc2ccccc21 (configuration not stated)
  4	-3	3.9%	-1%	10	12	-1	0%	0%
OCCN(CCO)c1nc(-c2ccccc2)nc2c1oc1ccccc12
  0	-16	-0.2%	0%	4	4	1	0%	2%
COc1cccc(OCC(O)CN2CCN(c3ccccn3)CC2)c1 (configuration not stated)
  1	-9	-0.2%	-4%	-27	16	-1	4%	11%
Cc1ccc(C(=O)NCCc2nnc(SCC(=O)Nc3cccc(C(=O)O)c3)n2C)cc1
  1	1	-3.3%	1%	-2	-8	-1	-1%	0%
Cc1cnc(C(=O)N2CCCC(N3CCN(c4ccccc4C)CC3)C2)cn1 (configuration not stated)
  1	-2	0.8%	-5%	-14	-5	-4	0%	5%

Part of the list above in another layout:
| smiles | D1 agonist | RXFP1 antagonist | RXFP1 ag | GRP78 ERSR act | D2 PAM | D1 antagonist | D1 potentiator | Vif-A3G inh | Vif-APOBEC3F blk |
| --- | --- | --- | --- | --- | --- | --- | --- | --- | --- |
| COC(=O)C1C(=O)NCC1c1ccc(OC)cc1 (configuration not stated) | 1 | -14 | -0.7% | -3% | 3 | 0 | -3 | -6% | -14% |
| COc1cc(CNCCO)ccc1OCC(=O)Nc1ccc(Br)cc1 | 6 | -1 | 0.5% | 2% | · | -17 | -7 | -5% | 1% |
| Cc1ccc(OCC(=O)Nc2ccc3nc(SCCOc4ccccc4)sc3c2)cc1 | 9 | · | 23% | 0% | -9 | 1 | 0 | 7% | -3% |
| Cc1cnc(C(=O)N2CCCC(N3CCN(c4ccccc4C)CC3)C2)cn1 (configuration not stated) | 1 | -2 | 0.8% | -5% | -14 | -5 | -4 | 0% | 5% |
| OCCN(CCO)c1nc(-c2ccccc2)nc2c1oc1ccccc12 | 0 | -16 | -0.2% | 0% | 4 | 4 | 1 | 0% | 2% |
| COCCCNCCOCCOc1c(OC)cccc1OC | 5 | -5 | 1.0% | -6% | 1 | -3 | -2 | -6% | -9% |

(more compounds)
Second line of a record: D1 agonist	RXFP1 antagonist	RXFP1 ag	GRP78 ERSR act	D2 PAM	D1 antagonist	D1 potentiator	Vif-A3G inh	Vif-APOBEC3F blk
CCN(CC)CCNC(=O)c1cc(-c2ccco2)nc2ccccc12
  4	0	15%	8%	-4	-18	-1	1%	2%
O=C1OCc2ccc(NC(=O)C3CCCCC3)cc21
  3	0	0.4%	-3%	-12	-15	-9	-5%	2%
O=c1oc2ccccc2c(Nc2ccc3ncccc3c2)c1[N+](=O)[O-]
  4	3	4.3%	-1%	2	8	2	-21%	-11%
CCS(=O)(=O)Nc1ccc(C2=NN(C(=O)c3ccccc3)C(c3cccs3)C2)cc1 (configuration not stated)
  3	-17	-0.2%	0%	18	6	1	-8%	-3%

Only D2 PAM, Vif-APOBEC3F blk and RXFP1 antagonist, for some of the entries so far:
mol	D2 PAM	Vif-APOBEC3F blk	RXFP1 antagonist
O=S(=O)(c1ccc(SCCOc2cccc(Br)c2)nc1)N1CCCC1	-3	4%	7
O=C(NC1CCCCC1c1ccccc1)c1ccccc1 (configuration not stated)	·	14%	-13
CCCC(=O)N(CCN1CCOCC1)c1nc2ccc(OCC)cc2s1	-9	1%	-6
CCCCn1cc(SCC(=O)O)c2ccccc21	-1	-9%	4
CCOC(=O)c1c(NC(=O)CSc2nc3ccccc3[nH]2)sc2c1CC(C)(C)NC2(C)C	-9	?	-18

High-throughput results from PubChem.

Some of the compounds tested; the hit share may differ from the screen's.
